Screens deposited in PubChem by National Center for Advancing Translational Sciences (NCATS).
ELG1 DNA repair = inhibitors of ELG1-dependent DNA repair in HEK293T cells; HEK293T ELG1-luciferase reporter, luminescence, 16 h; DNA damage induced by 5-fluorouridine; Potency, µM (highest dose often 46.1 µM), for inactives: top-dose activity change, negative = inhibition, actives largely listed as inhibitors; 330,000 tested, 2.3% active; AID 504467; note: potency is the fitted concentration of half-maximal effect; % is set by controls: 0 for no effect and ±100 for the full control effect; nearly all actives have a fitted effect of over 55% in size
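Step one: seed 2,000 cells per well. Step two: pin-transfer compound or DMSO alongside 5-fluorouridine. Step three: incubate 16 hr, 37 °C, 5% CO2. Step four: add ONE-Glo, wait 30 min, read luminescence.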
BRCA1 expr act = BRCA1 expression activation. MCF7-BRCA1-FFLuc reporter, luminescence, 48 h; response scale: scaled: vehicle 0%, 10 µM genistein 100%. Potency, µM (highest dose often 46.1 µM), for the others: at the top dose activation, actives largely listed as activators. 380,000 tested, 1.1% active. AID 624202; note: potency is the fitted concentration of half-maximal effect; nearly all actives have a fitted effect of over 80% in size; some results filed as inactive show a strong effect at the top dose
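Luminescence from a BRCA1-driven firefly luciferase in MCF7 cells was read after 48 h compound exposure at 37 C. Data normalized against DMSO and a 10microM genistein activation control, then curve-fitted across the titration.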
NPC1 prom act = activates the NPC1 promoter | 320,000 tested, 2.4% active | AID 485313 | Huh7 NPC1 promoter luciferase reporter, 24 h | Potency, µM (doses to about 9.22 µM), for inactives: at the top dose activation, actives largely listed as activators;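 note: potency is the fitted concentration of half-maximal effect; % of control where 0% means no effect; nearly all actives have a fitted effect of over 60% in size; reporter is driven by a mutant NPC1 promoter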
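Quantitative HTS used a cell-based reporter: Huh7 cells stably bearing the NPC1 promoter upstream of luciferase were treated with compounds for 24 h, and promoter activation was read as luminescence.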
ELG1 genotoxic = induces genotoxicity in HEK293T cells with luciferase-tagged ELG1; 330,000 tested, 1.3% active; Potency, µM (highest dose often 46 µM), without a hit: at the top dose activity change, positive = activation, hits mostly activators; AID 504466; HEK293T ELG1-luciferase reporter, luminescence, 16 h; note: potency is the fitted concentration of half-maximal effect; % of control where 0% means no effect; nearly all actives have a fitted effect of over 60% in size
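Genotoxic stress is detected as increased luminescence from luciferase-tagged ELG1 in HEK293T cells, measured with ONE-Glo after a 16 hr treatment at 37 °C.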
p53 reactivation = re-activators of mutant p53. H1299 p53-A138V BP100-luciferase reporter, luminescence, 24 h. Potency, µM (doses to about 92.2 µM), without a hit: at the top dose activity change, positive = activation, most hits filed as activators. 320,000 tested, 0.063% active. AID 504706; note: potency is the fitted concentration of half-maximal effect; % of control where 0% means no effect; nearly all actives have a fitted effect of over 45% in size
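p53-null H1299 cells stably carrying temperature-sensitive p53-A138V and a BP100-luciferase reporter were pinned with compounds (4-point, 1:5 series) and held 24 hrs at 37 deg C. Luminescence was read 10 min after detection reagent.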
TRPV1 ag = agonists of human vanilloid receptor 1 (TRPV1); Q8NER1; TRPV1-expressing cells, Fluo-8 calcium influx, agonist mode; activation, % at 8.33 µM; 320,000 tested, 0.19% active; in the data active = activation above about 80%; inconclusive = between about 30% and that limit; note: 0% is about no effect
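Cells expressing TRPV1 were dye-loaded with Fluo-8 and read kinetically: 10 s baseline, 3 min after compound (agonist portion), then 2 min after EC20 capsaicin (allosteric enhancer portion). Calcium-bound dye fluorescence at 480/520 nm.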
RORgamma inh = inhibitors of mouse ROR gamma transcriptional activity. P51450. Drosophila S2 Gal4-RORgamma UAS-luciferase reporter, 20 h. 310,000 tested, 5.4% active. Potency, µM (series often up to 53.6 µM), for inactives: top-dose activity change, negative = inhibition, actives largely listed as inhibitors; note: potency is the fitted concentration of half-maximal effect; % is set by controls: 0 for no effect and ±100 for the full control effect; nearly all actives have a fitted effect of over 60% in size
Target sequence (P51450 whole entry, looked up, the tested form may be a part): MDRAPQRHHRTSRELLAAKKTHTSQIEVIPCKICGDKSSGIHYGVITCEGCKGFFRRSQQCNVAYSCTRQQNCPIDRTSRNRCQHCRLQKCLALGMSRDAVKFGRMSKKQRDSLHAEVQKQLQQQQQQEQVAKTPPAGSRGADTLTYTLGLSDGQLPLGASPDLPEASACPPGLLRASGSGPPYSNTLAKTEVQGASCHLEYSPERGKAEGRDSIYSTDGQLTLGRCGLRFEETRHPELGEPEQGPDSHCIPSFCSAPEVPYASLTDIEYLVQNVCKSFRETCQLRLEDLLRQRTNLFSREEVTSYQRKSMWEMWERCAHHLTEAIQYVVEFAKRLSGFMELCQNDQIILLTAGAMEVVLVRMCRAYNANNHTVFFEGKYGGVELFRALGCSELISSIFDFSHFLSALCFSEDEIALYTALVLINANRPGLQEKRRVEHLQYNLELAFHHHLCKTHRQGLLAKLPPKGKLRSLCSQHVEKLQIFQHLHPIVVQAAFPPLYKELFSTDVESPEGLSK
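In this cell-based reporter format, copper sulfate (700 uM final) drives Gal4–ROR gamma fusion expression from a metallothionein promoter in Drosophila Schneider cells; compounds preincubated 1 hr, reporter read after 20 hr at ambient temperature.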
Tb PFK inh = T. brucei PFK enzyme inhibition | O15648 | T. brucei PFK, ADP-Glo luminescence | Potency, µM (top dose mostly 57.5 µM), for the others: at the highest dose activity, negative = inhibition, most hits filed as inhibitors | 330,000 tested, 0.17% active;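 note: potency is the fitted concentration of half-maximal effect; 0% = uninhibited 1x PFK enzyme wells and -100% = no-enzyme wells; nearly all actives have a fitted effect of over 60% in size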
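1.25 nM PFK with 0.5 mM F6P and 0.1 mM ATP in 0.1 M TEA pH 8.0, 5 mM MgCl2, incubated 45 min at room temperature; ADP measured by ADP-Glo luminescence; compounds titrated up to 57 uM.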
Gal4-VP16 FLuc = counter-screen for ROR gamma inhibitors: Gal4-VP16 reporter; Drosophila S2 Gal4-VP16 UAS-luciferase, luminescence, 20 h; Potency, µM (top dose mostly 53.6 µM), for the others: at the highest dose activity, negative = inhibition, hits mostly inhibitors; 310,000 tested, 3.5% active; AID 2546;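 note: Gal4-VP16 expression switched on by copper sulfate through the metallothionein promoter; potency is the fitted concentration of half-maximal effect; % is set by controls: 0 for no effect and ±100 for the full control effect; nearly all actives have a fitted effect of over 50% in size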
FLuc modulator = firefly luciferase modulation, counter-screen for miR-21 project; P08659; AID 588342; 360,000 tested, 6.9% active; Potency, µM (doses to about 57.5 µM), without a hit: at the top dose activity change, negative = inhibition, usual class: inhibitors; purified FLuc, Km substrates, luminescence inhibition;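 note: potency is the fitted concentration of half-maximal effect; plate controls were vehicle for no effect and reference inhibitor for full effect; nearly all actives have a fitted effect of over 55% in size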
Target sequence (P08659 whole entry, looked up): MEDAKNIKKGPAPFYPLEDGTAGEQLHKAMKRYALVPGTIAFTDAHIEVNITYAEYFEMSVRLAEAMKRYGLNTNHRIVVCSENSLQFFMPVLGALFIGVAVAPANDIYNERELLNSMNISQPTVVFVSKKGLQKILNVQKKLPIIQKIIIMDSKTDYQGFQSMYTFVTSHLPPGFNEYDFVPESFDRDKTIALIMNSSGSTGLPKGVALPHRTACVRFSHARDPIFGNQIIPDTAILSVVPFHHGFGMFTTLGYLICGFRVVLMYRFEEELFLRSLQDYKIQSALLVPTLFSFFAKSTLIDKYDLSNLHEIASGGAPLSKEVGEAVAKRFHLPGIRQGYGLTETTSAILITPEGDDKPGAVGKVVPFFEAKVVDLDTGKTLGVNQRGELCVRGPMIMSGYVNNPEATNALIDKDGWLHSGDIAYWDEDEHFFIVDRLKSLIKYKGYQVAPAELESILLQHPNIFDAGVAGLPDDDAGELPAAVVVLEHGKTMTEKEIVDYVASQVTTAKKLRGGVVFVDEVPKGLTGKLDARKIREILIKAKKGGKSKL
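Purified P. pyralis luciferase (10nM final) with 10uM D-luciferin and 10uM ATP (Km levels) in 50mM Tris acetate pH 7.5, 10mM Mg acetate, 0.01% Tween-20, 0.05% BSA; qHTS 6-point titration, ~60 µM downward; luminescence read.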
Rab9 prom act = activates the Rab9 promoter; Huh7 Rab9 promoter-luciferase reporter, luminescence, 24 h; Potency, µM (top dose mostly 9.22 µM), inactives show at the highest dose activation, negative = inhibition, actives largely listed as activators; 320,000 tested, 2.8% active; note: potency is the fitted concentration of half-maximal effect; % of control where 0% means no effect; nearly all actives have a fitted effect of over 60% in size
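Stable Rab9-luc Huh7, 1500 cells/well, 2 h settle; cmpd in DMSO, 24 h, 37 °C/5% CO2; luciferase reagent 10 min RT; luminescence.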
An asterisk follows results filed as active; ? = inconclusive; . = no result given; & = joins results of further samples; [ ] = dose if it differs, or a comment. Unless noted, calls come from the whole dose curve; as a rule, active = well fitted curve in the direction sought with a large enough effect; inconclusive = small, poorly fitted or top-dose-only effect, or another doubt; inactive = no such curve, though single readings can be large; an effect the other way counts as inactive or inconclusive.

Values run as follows: ELG1 DNA repair	BRCA1 expr act	NPC1 prom act	ELG1 genotoxic	p53 reactivation	TRPV1 ag	RORgamma inh	Tb PFK inh	Gal4-VP16 FLuc	FLuc modulator	Rab9 prom act
> Cc1cccc(NC(=O)CCCn2c(=S)[nH]c3ccccc3c2=O)c1
    -15%	0%	-5%	0%	-4%	17	11µM*	-5%	4%[10 µM]	-4%	-12%
> COc1cc(-c2nc(S(=O)(=O)c3ccc(C)cc3)c(N3CCOCC3)o2)cc(OC)c1OC
    ?	-15%	-6%	1%	-2%	2	20%	15%	4%	-10%	-8%
> CCOc1ccccc1OCCCCCc1c(C)n[nH]c1C
    -8%	-62%	1%	-6%	-8%	2	?	-2%	?	0%	-4%
> CCOc1ccc(CCNC(=O)CS(=O)(=O)Cc2nc(-c3ccc(OC)cc3)oc2C)cc1
    7%	6%	-1%	2%	-5%	-7	-6%	-4%	1%	-3%&-6%	-1%
> Cc1ccc(NC(=O)c2ccc(OC(=O)c3cc4ccccc4o3)cc2)cc1
    ?	4µM*	3.5µM*	3.2µM*	?	?	1%	2%	?	-14%	2µM*
> COc1ccc(C)cc1S(=O)(=O)N1CCCC(C(=O)N2CCN(c3ccccc3F)CC2)C1 (stereo not given)
    ?	-45%	-2%	-16%	3%	6	16%	5%	-19%	-3%	4%
> O=C(OC1CCOC1=O)c1cccc(S(=O)(=O)Nc2cccc(Cl)c2)c1 (stereo not given)
    -2%	-6%	-7%	-2%	-3%	0	32%	-3%	0%	2%	-6%
> CCn1c(=O)cc(N2CCN(C(=O)c3ccco3)CC2)[nH]c1=O
    10%	2%	-1%	-2%	-2%	6	17%	3%	-3%	5%	1%
> CC(C)CN(C(=O)CN(C)S(=O)(=O)c1ccc(Cl)cc1)C1CCS(=O)(=O)C1 (stereo not given)
    2%	-8%	-5%	-6%	.	-1	.	0%	.	5%	5%
> O=C(C1=C[C@@H](C2CCCCC2)C[C@@H](OCc2ccc(CO)cc2)O1)N1CCN(Cc2ccc3c(c2)OCO3)CC1
    ?	-27%	-1%	-7%	0%	?	12%	-2%	-23%	0%	-2%
> O=C(C1CCN(S(=O)(=O)c2cc(Cl)ccc2Cl)CC1)N1CCOCC1
    -3%	-13%	-5%	9%	-1%	?	23%	-2%	-14%	2%	-2%
> CC(C)CC1NC(=O)N(CC(=O)Nc2ccc(OCc3ccccc3)cc2)C1=O (stereo not given)
    9%	11%	0%	0%	5%	19	.	0%	.	-8%	0%
> CCn1nnnc1SCC(=O)NCc1cccs1
    24%	0%	10%	5%	8%	-4	37%	0%	0%	-14%	-5%
> O=C(CSCc1ccco1)N1CCc2ccccc21
    ?	2.5µM*	2.8µM*	?	?	0	2%	0%	6%	9.5µM*	3.5µM*
> Cc1nn(C(C)C(=O)N2CCOCC2)c(=O)c2nn(-c3ccccc3)c(C)c12 (stereo not given)
    7%	-10%	0%	-1%	5%	-1	-3%	-2%	4%	-2%	-3%
> CCOC(=O)c1cc2c(n(-c3ccc(Cl)cc3)c1=O)CCCC2=O
    15%	-13%	-7%	2%	-5%	-1	-6%	-4%	-6%	0%	0%
> Cc1nc(C(=O)N(C)C)nn1-c1ccc([N+](=O)[O-])cc1
    6%	7%	-2%	0%	0%	-5	1%	-4%	1%	0%	-6%
> Cc1[nH]nc(SCC(=O)N2CCCCC2)c1[N+](=O)[O-]
    ?	21%	?	?	27%	0	10%	-3%	10%	?	28%
> CCn1cc(Br)c(C(=O)N2CCN(c3ccccc3)CC2)n1
    .	4%	.	.	.	-2	23%	.	15%	-3%	.
> CC(C)c1cccc(C(C)C)c1OC(=O)NC(=O)c1c(F)cccc1F
    7%	-9%	-1%	-7%	-3%	-3	44%	1%	-6%	0%	8%

Arranged by count of non-hydrogen atoms (high to low): some entries from above.
Values run as follows: ELG1 DNA repair	BRCA1 expr act	NPC1 prom act	ELG1 genotoxic	p53 reactivation	TRPV1 ag	RORgamma inh	Tb PFK inh	Gal4-VP16 FLuc	FLuc modulator	Rab9 prom act
> CCOc1ccc(CCNC(=O)CS(=O)(=O)Cc2nc(-c3ccc(OC)cc3)oc2C)cc1
    7%	6%	-1%	2%	-5%	-7	-6%	-4%	1%	-3%&-6%	-1%
> Cc1ccc(NC(=O)c2ccc(OC(=O)c3cc4ccccc4o3)cc2)cc1
    ?	4µM*	3.5µM*	3.2µM*	?	?	1%	2%	?	-14%	2µM*
> Cc1[nH]nc(SCC(=O)N2CCCCC2)c1[N+](=O)[O-]
    ?	21%	?	?	27%	0	10%	-3%	10%	?	28%

The listing continues.
Values run as follows: ELG1 DNA repair	BRCA1 expr act	NPC1 prom act	ELG1 genotoxic	p53 reactivation	TRPV1 ag	RORgamma inh	Tb PFK inh	Gal4-VP16 FLuc	FLuc modulator	Rab9 prom act
> COc1ccccc1N1CCN(C(=O)CCN2C(=O)c3cccc4cccc(c34)C2=O)CC1
    -16%	-17%	6%	-2%	4%	2	-25%	1%	-25%	0%	1%
> N/C(=N\NS(=O)(=O)c1ccccc1C(F)(F)F)c1ccccn1
    ?	5%	2%	-1%	-1%	3	-1%	-3%	16%	-6%	2%
> C/C(=N\Nc1nnc2c3ccccc3n(C)c2n1)c1ccc(C)o1
    16µM*	-6%	3%	-7%	5%	-4	-40%	9%	5%	17µM*	9%
> CCCNC(=O)c1cc(-c2ccccc2)c(N2CCCCC2)s1
    12%	-5%	1%	-1%	-1%	?	5%	-3%	-11%	1%	-3%
> COc1ccc(Cl)c(NC(=O)Cn2nnc(-c3ccccc3N)n2)c1
    -8%	-15%	3%	-2%	0%	0	?	4%	-4%	0%	2%
> CCOC(=O)c1csc(NC(=O)C2CCCCC2)n1
    ?	88%	23%	?	?	0	43%	-1%	?	?	27%
> COC(=O)CSc1nnc(-c2ccccn2)n1N
    -8%	20%	1%	-4%	2%	-3	-6%	1%	-10%	-2%	-2%
> CN(C)S(=O)(=O)c1cccc(NC(=O)c2n[nH]c(=O)c3ccccc23)c1
    ?	-6%	-1%	-5%	-1%	-1	16%	-5%	-2%	-12%	-4%
> COc1ccc(CCNC(=O)c2cc(C(=O)c3cc(Cl)ccc3O)cn(CCc3ccc(OC)cc3)c2=O)cc1
    ?	-64%	-6%	-11%	0%	-4	?	0%	-7%	9%	-7%
> O=C(COC(=O)c1c2c(nc3ccccc13)CCCC2)c1cccs1
    ?	-13%	11%	-8%	1%	3	43%	-4%	-1%	11µM*	2%
> COc1ccc(C2CC(=O)c3cnc(N4CCc5ccccc54)nc3C2)c(OC)c1 (stereo not given)
    7%	.	-9%	0%	-1%	0	-24%	-4%	1%	-16%	-24%
> C#CC(C)(C)NC(=O)CSc1nc2c(c(=O)n(C)c(=O)n2C)n1CCCC
    -9%	6%	0%	-2%	-6%	.	14%	-1%	3%	-1%	2%
> Cc1ccc(S(=O)(=O)Cn2nnnc2C(c2ccc(F)cc2)N2CCCCC2)cc1 (stereo not given)
    -14%	-5%	0%	-3%	-2%	?	?	-9%	-6%	10%	1%
> CCC(CC)C(=O)Nc1cc(=O)n(C)c(=O)n1C
    4%	0%	1%	1%	0%	-1	-9%	0%	-12%	5%	4%
> COCCn1nnnc1C(c1ccc(OC)cc1)N1CCN(C(=O)c2ccco2)CC1 (stereo not given)
    1%	-6%	-4%	5%	0%	-1	21%	-4%	-7%	-2%	10%
> COc1ccc(S(=O)(=O)N2CCOCC2)cc1NC(=O)Cc1coc2cc(C)c(C)cc12
    ?	-11%	-2%	-3%	2%	1	23%	-4%	-3%	-12%	-6%
> Nn1c(COc2cccc(Cl)c2)nc2ccccc2c1=O
    ?	65%	16%	9%	?	-4	?	-4%	8%	?	25%
> Cc1ccc(C)c(OCC(=O)NCC(C)(C)N2CCOCC2)c1
    ?	-6%	0%	1%	2%	0	.	-3%	.	1%	2%
> Cc1ccc(S(=O)(=O)n2cnc3ccccc32)c(C)c1
    25%	0%	-2%	2%	0%	0	26%	-1%	0%	2%	-2%
> COc1ccc(C2C(C#N)=C(N)Oc3c2c(C)nn3-c2ccccc2)cc1Cn1nc(C)c([N+](=O)[O-])c1C (stereo not given)
    ?	-1%	3%	-2%	-8%	-3	-41%	-20%	-29%	-7%	11%
> O=C(CN1CCC(N2CCCCC2)CC1)N1CCOCC1
    6%	.	-2%	-5%	6%	1	21%	-1%	-8%	2%	0%
> COc1ccccc1NC(=O)COc1ccccc1
    ?	-36%	14%	?	6%	9	-6%	-4%	-5%	?	-4%
